CRFR2-BP ag: agonists of human CRF-binding protein/CRF-R2 receptor complex. HEK293 CRF-R2/CRF-BP, calcium dye fluorescence (FLIPR); percent of saturating CRF peptide response. activation, % at 13.2 µM. 350,000 compounds, 0.46% hits. AID 588473;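 active = activation of at least 50%, plus an integration ratio under a set limit after plate pattern correction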;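 also: plate controls were neutral control wells without compound for no effect and CRF at EC100 for full effect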
CHRM5 agonist: agonists of human muscarinic M5 receptor (CHRM5); activation, % at 3 µM; CHO-K1 hM5 cells, Fluo-8 calcium fluorescence; 0% DMSO wells, 100% maximal acetylcholine response; 360,000 compounds, 0.19% hits; P08912;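 active = activation above the run's mean over test compounds plus 3 SD, cut at about 23% in these data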;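 also: signal is peak over basal fluorescence ratio across the kinetic read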
CHRM4 agonist: CHRM4 agonism in calcium assay. P08173. CHO-K1 hM4/Gqi5, Fluo-8 calcium fluorescence; vehicle 0%, full acetylcholine response 100%. activation, % at 3 µM. 360,000 compounds, 0.14% hits;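 active = activation above the run mean over all test wells plus 3 SD, cut at about 32% in these data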;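 also: peak over basal fluorescence ratio per well then scaled between controls; 0% = DMSO wells and 100% = acetylcholine at EC100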
Target sequence (P08173 whole entry, looked up): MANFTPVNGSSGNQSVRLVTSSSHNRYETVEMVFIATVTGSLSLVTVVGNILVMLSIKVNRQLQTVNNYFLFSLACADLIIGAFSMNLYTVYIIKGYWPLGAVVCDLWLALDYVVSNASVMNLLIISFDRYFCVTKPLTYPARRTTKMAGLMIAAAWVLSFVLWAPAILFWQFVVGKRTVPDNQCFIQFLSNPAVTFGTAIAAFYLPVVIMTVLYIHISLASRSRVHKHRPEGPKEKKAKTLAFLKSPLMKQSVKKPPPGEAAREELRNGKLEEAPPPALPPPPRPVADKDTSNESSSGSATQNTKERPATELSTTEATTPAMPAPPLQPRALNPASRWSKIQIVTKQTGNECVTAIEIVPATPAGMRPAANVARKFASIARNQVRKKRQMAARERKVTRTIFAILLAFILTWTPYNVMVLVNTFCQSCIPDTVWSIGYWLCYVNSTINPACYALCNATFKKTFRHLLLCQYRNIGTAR
M5 antag: antagonists of human muscarinic M5 receptor (CHRM5) | 360,000 compounds, 0.59% hits | inhibition, % at 3 µM | AID 624040 | P08912 | CHO-hM5 cells, Fluo-8 calcium fluorescence, ACh EC80;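 active = inhibition above a per-plate cutoff, the mean of that plate's test compounds plus 3 SD, cut at about 27% in these data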;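 also: 0% = acetylcholine EC80 with DMSO and 100% = DMSO without agonist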
M5 PAM: positive allosteric modulators of human muscarinic M5 receptor | CHO-K1 hM5, Fluo-8 calcium, ACh EC20 PAM; 0% = ACh EC20, 100% = ACh EC100 | AID 624038 | activation, % at 3 µM | P08912 | 360,000 compounds, 0.3% hits;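 active = activation above the run cutoff, the mean activation of all test compounds plus 3 SD, cut at about 18% in these data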
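system = human M5 receptor in CHO-K1 cells | reagent = EC20 acetylcholine as agonist stimulus | compound dosing = single-point, 3 µM nominal | incubation = Fluo-8 loading 80 min at 37 °C plus 30 min room temperature | detection = Fluo-8 calcium dye fluorescence, kinetic read | benchmarks = low control EC20 acetylcholine (0%), high control EC100 acetylcholine (100%)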
CRFBP-R2 block: blocks CRF-induced signaling of the CRF-BP/CRF-R2 complex | inhibition, % at 11.8 µM | HEK293 CRF-R2/CRF-BP, CRF-induced calcium fluorescence | 350,000 compounds, 0.59% hits;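 active = inhibition of the ligand-induced calcium signal above about 50% at the single tested concentration, limit read from the data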
CHRM4 PAM: potentiates acetylcholine response at human M4 receptor | AID 624126 | 360,000 compounds, 0.4% hits | CHO-K1 hM4/Gqi5, Fluo-8 calcium fluorescence, ACh EC20; 0% = ACh EC20, 100% = maximal ACh | activation, % at 3 µM | P08173;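 active = activation above its plate's cutoff, the mean activation of sample wells plus 3 SD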; also: some results filed as inactive read as strong as hits
M1 PAM: human CHRM1 positive allosteric modulation; CHO-K1 hM1, Fluo-8 calcium fluorescence, ACh EC20; 0% = ACh EC20, 100% = maximal ACh; 360,000 compounds, 0.088% hits; activation, % at 3 µM; in the data active = activation above about 19%, passing the limit was not always enough
Target sequence (P11229 whole entry, looked up): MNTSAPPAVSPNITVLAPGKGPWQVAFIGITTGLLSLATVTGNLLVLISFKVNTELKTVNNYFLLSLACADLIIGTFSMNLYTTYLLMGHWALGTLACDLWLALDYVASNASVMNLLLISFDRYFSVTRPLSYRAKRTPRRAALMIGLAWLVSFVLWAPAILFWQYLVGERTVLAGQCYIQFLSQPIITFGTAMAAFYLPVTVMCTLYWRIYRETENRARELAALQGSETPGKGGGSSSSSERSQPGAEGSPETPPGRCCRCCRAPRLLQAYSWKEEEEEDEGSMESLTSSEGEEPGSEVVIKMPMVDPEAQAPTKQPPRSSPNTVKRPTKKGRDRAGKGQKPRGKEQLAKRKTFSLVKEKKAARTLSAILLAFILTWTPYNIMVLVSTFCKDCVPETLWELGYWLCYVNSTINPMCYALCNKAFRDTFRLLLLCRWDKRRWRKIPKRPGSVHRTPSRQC
M4 antag: antagonists of human muscarinic M4 receptor (CHRM4). P08173. CHO-hM4 cells, ACh EC80, Fluo-8 calcium fluorescence. inhibition, % at 3 µM. 360,000 compounds, 0.73% hits. AID 624125;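 active = inhibition above its plate's cutoff, the mean inhibition of sample wells plus 3 SD, cut at about 27% in these data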;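 also: 0% = acetylcholine EC80 with DMSO and 100% = DMSO without agonist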
The depositor's hits bear a star; / = no result given.

SMILES	CRFR2-BP ag	CHRM5 agonist	CHRM4 agonist	M5 antag	M5 PAM	CRFBP-R2 block	CHRM4 PAM	M1 PAM	M4 antag
CCOc1ccc(/C(C)=N/NC(=O)Cn2nc([N+](=O)[O-])cc2C)cc1	-1.3	-2	0	-8	3	-27	-11	-3	-2
O=C(CSc1ccc2nnc(CCNS(=O)(=O)c3ccccc3)n2n1)Nc1nc2ccccc2s1	0.6	-4	1	-14	1	21	-2	6	0
CCOC(=O)C1=CCC(c2cc3ccccc3[nH]2)NC1 (stereo not given)	/	-5	3	2	-5	/	4	/	5
CC(=O)c1cccc(NC(=O)COC(=O)c2cccc(N3C(=O)c4ccccc4C3=O)c2)c1	-1.3	2	7	19	-14	-4	-14	-12	4
COc1cccc(-c2cnc(C(O)c3ccccc3)[nH]2)c1 (stereo not given)	/	0	0	2	2	/	-4	0	-4
Cc1ccc(C(=O)c2coc3c2C(=O)C(=O)c2ccccc2-3)cc1	-1.0	-4	4	36*	-15	-43	2	-3	-4
CC1CN(C(=O)c2cccs2)CC(C)O1 (stereo not given)	-0.3	-2	1	10	-3	12	1	7	-3
CCOC(=O)C1(NC(=O)CN2C(=O)c3ccccc3C2=O)CCCC1	-2.9	3	1	10	9	4	3	3	0
O=C(CCC(=O)N1CCN(c2cccc(Cl)c2)CC1)c1cccs1	-0.1	1	9	-13	5	14	3	4	-2
Cc1nn(-c2ccc(F)cc2)c(Cl)c1/C=C/C(=O)N1CCNC(=O)C1	-3.3	-1	1	4	-1	7	-3	-4	12
CSc1nc(NC(C)(C)C)nc(Oc2ccc(=O)n(C)n2)n1	3.3	-2	1	-5	6	-10	6	5	-7
CC(=O)OCC1(C)CN(c2ccccc2)N(C(=O)c2ccc(F)cc2)C1=O (stereo not given)	-1.4	-2	1	-2	-2	3	3	-1	-8
Cc1cc(NC(=O)CCCC(=O)N(CC(=O)NC2CCCCC2)c2ccccc2)no1	-1.2	-7	0	-8	9	0	1	7	-5
CCCn1c(SCC(=O)Nc2cc(Cl)ccc2OC)n[nH]c1=O	-0.8	1	2	3	-14	5	-6	-5	21
CCc1nn2c(=O)cc(COC(=O)c3cc(Cl)c(OC)c(OC)c3)nc2s1	-1.1	-10	3	14	-1	0	1	-16	1
C/C(=N/Nc1ncc(Br)cn1)c1ccc([N+](=O)[O-])cc1	-1.2	-3	-2	5	5	26	-1	0	0
CC(C)Sc1nc2c(cnn2-c2ccc(F)cc2)c(=O)[nH]1	0.6	0	0	0	-4	-6	5	7	-12
COc1ccc(O)c(/C=N/NC(=O)CSc2nnc(C)n2-c2ccccc2)c1	1.1	-2	1	-1	1	2	5	-7	-1
Cn1c(=O)c2cc(NC(=S)NCc3ccccc3F)ccc2n1Cc1ccccc1	/	2	7	3	-5	/	-1	-2	-4
CN(CC(=O)Nc1cccc(F)c1)C(=O)CNS(=O)(=O)c1ccc(N(C)C)c([N+](=O)[O-])c1	0.5	0	1	9	-7	19	7	4	2
CC(=O)Nc1ccccc1Nc1cc(C#N)c(C#N)cc1[N+](=O)[O-]	1.3	-1	0	2	1	-3	1	3	11
CCOc1ccccc1/C=C/c1cc(C(=O)O)c2ccccc2n1	0.3	1	0	8	-3	29	-10	3	-2
CC(=O)Nc1ccc(-c2nc3ccc(NC(C)=O)cc3o2)cc1	3.0	-1	1	5	-4	-6	-2	7	6
O=C(CN1CCCC1=O)NC1CCCc2c1cnn2-c1cc(F)cc(F)c1 (stereo not given)	2.7	4	1	-7	19*	1	3	8	-4
CC(=O)NC1=NN(C(C)=O)C2(S1)C(=O)N(C(C)=O)c1ccc(C)cc12 (stereo not given)	1.4	0	0	1	-1	1	-3	-1	3
COc1ccc(NC(=S)NNC(=O)c2ccc(S(=O)(=O)N3CCOCC3)cc2)cc1	-0.1	-2	0	10	-7	-13	-3	-4	1
Cc1c(NS(=O)(=O)c2ccc3c(c2)NC(=O)CC(=O)N3)cccc1[N+](=O)[O-]	0.5	-3	1	8	-4	-6	3	-4	-8
COc1ccc(OCc2cc(C(=O)N(C)Cc3nnc(C)o3)no2)c(Cl)c1	-1.1	-2	1	-4	0	2	6	5	1
CCOc1ccc(NCc2nnc(SCC(=O)Nc3nc(-c4ccccc4)cs3)n2-c2ccccc2)cc1	-3.9	2	1	-1	4	32	2	-1	-2
Cc1oc(-c2ccc(Cl)cc2)[n+]([O-])c1C	-0.8	-2	0	-2	-13	19	-7	1	7
CCOC(=O)c1ccc2c(c1)C(=O)N(C1CCCCC1)C2=O	-0.3	0	0	-6	4	-16	-5	4	6
Cn1c(CNC(=O)CNC(=O)c2cccc(Cl)c2)cc(=O)n(C)c1=O	1.0	-1	0	8	-9	-28	-3	-4	0
COCCn1c(-c2ccc(OC)cc2)nc2oc3cc(OC)ccc3c(=O)c2c1=O	1.1	-1	-1	8	-6	7	-2	-3	3
O=C(c1ccc(CS(=O)c2cccc(Cl)c2)o1)N1CCN(C2CCCCC2)CC1 (stereo not given)	0.4	-7	2	-2	-5	-1	3	0	-4
O=C(CCN1C(=O)[C@H]2CC=CC[C@H]2C1=O)NCc1nc(-c2ccccc2)no1	1.0	0	1	-2	1	6	5	9	-8
O=C(COc1ccccc1Cl)Nc1ccc2c(c1)OCO2	-0.1	-2	0	9	0	0	-9	-1	13
COc1cc(C(CCN2CCCCC2)c2c(OC)cc(OC)c3c(C)cc(=O)oc23)cc(OC)c1OC (stereo not given)	-1.9	-3	8	4	-4	1	3	7	3
CCCCC(=O)OC1CCC2C3CCc4cc(O)ccc4C3CCC12C (stereo not given)	4.2	1	0	-7	0	-33	-3	4	5
Cc1ccc2c(c1)Oc1ccc(NC(=O)CCCl)cc1C(=O)N2	-0.1	1	4	1	-4	-19	1	6	-6
CC(N=C1NS(=O)(=O)c2ccccc21)C(=O)OCC(=O)N(C)C1CCS(=O)(=O)C1 (stereo not given)	-0.6	-1	1	11	-13	6	4	4	0

A portion taken from the entries so far, as a working copy:
SMILES	CRFR2-BP ag	CHRM5 agonist	CHRM4 agonist	M5 antag	M5 PAM	CRFBP-R2 block	CHRM4 PAM	M1 PAM	M4 antag
O=C(c1ccc(CS(=O)c2cccc(Cl)c2)o1)N1CCN(C2CCCCC2)CC1 (stereo not given)	0.4	-7	2	-2	-5	-1	3	0	-4
O=C(CCN1C(=O)[C@H]2CC=CC[C@H]2C1=O)NCc1nc(-c2ccccc2)no1	1.0	0	1	-2	1	6	5	9	-8
O=C(COc1ccccc1Cl)Nc1ccc2c(c1)OCO2	-0.1	-2	0	9	0	0	-9	-1	13
COc1cc(C(CCN2CCCCC2)c2c(OC)cc(OC)c3c(C)cc(=O)oc23)cc(OC)c1OC (stereo not given)	-1.9	-3	8	4	-4	1	3	7	3
CCCCC(=O)OC1CCC2C3CCc4cc(O)ccc4C3CCC12C (stereo not given)	4.2	1	0	-7	0	-33	-3	4	5

Other compounds follow:
SMILES	CRFR2-BP ag	CHRM5 agonist	CHRM4 agonist	M5 antag	M5 PAM	CRFBP-R2 block	CHRM4 PAM	M1 PAM	M4 antag
Cc1ccccc1CS(=O)(=O)CCC(=O)O	-0.7	-2	1	9	1	11	0	9	3
CN1CCN(c2nc(-c3ccccc3)ncc2S(C)(=O)=O)CC1	-0.2	0	1	11	-6	-3	-5	-2	13
O=C(CS(=O)(=O)c1ccccc1)Nc1nc2ccccc2s1	-2.2	0	19	14	-20	-11	-17	-6	-6
COc1ccc(NC(=S)NCCN2CCC(C)CC2)cc1	4.3	-6	2	2	3	9	8	3	-17
COc1ccccc1NC(=O)COC(=O)c1ccc(N2CCCC2=O)cc1	-0.5	0	1	7	3	-6	-5	3	12
CC1=Nc2cccc3cccc(c23)N1	-1.4	0	2	-4	1	0	15	5	-5
O=C(CCc1c[nH]c2ccccc12)NCc1ccncc1	0.1	-3	0	12	1	8	-3	2	8
CCOC(=O)c1[nH]c(C)c(C(=O)NC2CCCC2)c1C	-0.5	1	0	2	-1	17	-5	-1	3
Cc1nnc(SCC(=O)NC2CCCC2)n1C(C)C	-1.7	-3	1	0	2	9	7	5	-4
COc1ccc(C(=O)Nc2ccc(C3=NNC(=O)CC3C)cc2NC(=O)c2ccc(OC)cc2)cc1 (stereo not given)	1.0	-2	5	4	-10	-28	0	-10	6
Cc1ccc(N(C(=O)Cn2nnc(-c3ccccc3F)n2)C(C(=O)NC2CCCC2)c2ccncc2)cc1 (stereo not given)	-0.2	0	1	-9	5	51*	-3	1	2
Cc1ccc(S(=O)(=O)N2CCN(C(=O)CCn3nc(C)c(C)c3C)CC2)cc1	0.5	-2	1	8	1	-10	-5	9	-5
Cc1ccc(NC(=O)CC2OC(=O)c3ccccc32)cc1S(=O)(=O)N1CCCCCC1 (stereo not given)	0.4	4	9	6	-8	6	-3	0	-1
O/C(=C\c1ccc2ccccc2n1)c1ccncc1	46	0	3	12	0	-19	-4	-1	-3
Cc1cccc(Cn2c(C(C)O)nc3ccccc32)c1 (stereo not given)	-4.8	1	1	-2	6	-8	-7	13	-2
N#Cc1cccc(-c2csc(C(O)(c3ccccc3)C(F)(F)F)n2)c1 (stereo not given)	/	-3	-1	-13	0	/	6	11	-4
COc1ccc(/C=N/NS(=O)(=O)c2ccc(F)cc2)cc1CN1CCSCC1	-5.8	-5	1	-5	-2	0	5	-1	-18
COC(=O)/C(N=Nc1c(C)n(C)n(-c2ccccc2)c1=O)=C(\C)O	-1.7	-1	0	-3	-5	-5	-5	7	0
Cc1n[nH]c(=S)n(NC(=O)/C=C/C(=O)Nn2c(=S)[nH]nc(C)c2=O)c1=O	-1.1	1	1	-1	10	10	8	8	6
CNCc1ccccc1OCC(=O)Nc1ccccc1OC	-0.7	0	1	-12	6	-13	-2	-1	-8
C[C@@H](CO)NC(=O)c1ccc2c3n(nc2c1)-c1ccccc1CO3	1.6	4	2	6	3	-1	5	2	5
CC(C)Cn1cnc2sc3c(c2c1=N)CCCC3	0.2	-2	3	5	3	-2	1	-2	-4
COc1cc(C(=O)Nc2nnc(CC(=O)N3CCOCC3)s2)cc(OC)c1OC	2.2	-5	0	0	-2	-9	0	0	8
OC(c1ccc2c(c1)OCO2)c1nccc2ccccc12 (stereo not given)	-0.5	-3	3	-5	1	6	3	12	-17
COc1cc2c(C(=O)N3CCOCC3)c(CSc3ccccc3)n(C)c2cc1Br	3.0	-5	4	12	-9	34	3	4	-10
Cn1cccc1/C=C1\SC(=Nc2cccc(O)c2)NC1=O	0.0	-2	6	9	-6	4	-4	1	-1
CCCS(=O)(=O)N1CCc2ccc(NC(=O)c3ccccc3Cl)cc2C1	0.9	-6	1	14	-9	-9	-8	-1	10
CCn1c(SCc2cccc(C(=O)O)c2)nnc1-c1ccc(Cl)cc1	-0.3	3	0	1	8	-3	5	15	-1
N#CC1=C(N)N(c2ccccc2)C2=C(C(=O)CCC2)C1c1ccccc1 (stereo not given)	1.4	-6	1	-6	7	-7	-6	3	9
O=C(Nc1ccc(NC(=O)c2ccc(Cl)cc2Cl)cc1)c1cccs1	0.4	-3	0	7	-1	-11	-8	8	18
O=[N+]([O-])c1ccc(S(=O)(=O)N2CCN=C2SCc2cccnc2)cc1	0.5	-1	2	3	-2	4	6	2	1
Cc1cccc(NC(=O)CCC(=O)N/N=C/c2ccco2)c1C	0.7	-3	0	1	1	3	3	4	-4

From PubChem BioAssay
